# Screening results: PubChem BioAssay, The Scripps Research Institute Molecular Screening Center
# MITF primary: inhibitors of human MITF; O75030; AlphaScreen MITF homodimerization, bead proximity signal; inhibition, % at 2.6 µM; hit rate 0.91% among 650,000; in the data active = inhibition above about 50%;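 also: 0% = vehicle wells with protein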
# Target sequence (O75030 whole entry, looked up): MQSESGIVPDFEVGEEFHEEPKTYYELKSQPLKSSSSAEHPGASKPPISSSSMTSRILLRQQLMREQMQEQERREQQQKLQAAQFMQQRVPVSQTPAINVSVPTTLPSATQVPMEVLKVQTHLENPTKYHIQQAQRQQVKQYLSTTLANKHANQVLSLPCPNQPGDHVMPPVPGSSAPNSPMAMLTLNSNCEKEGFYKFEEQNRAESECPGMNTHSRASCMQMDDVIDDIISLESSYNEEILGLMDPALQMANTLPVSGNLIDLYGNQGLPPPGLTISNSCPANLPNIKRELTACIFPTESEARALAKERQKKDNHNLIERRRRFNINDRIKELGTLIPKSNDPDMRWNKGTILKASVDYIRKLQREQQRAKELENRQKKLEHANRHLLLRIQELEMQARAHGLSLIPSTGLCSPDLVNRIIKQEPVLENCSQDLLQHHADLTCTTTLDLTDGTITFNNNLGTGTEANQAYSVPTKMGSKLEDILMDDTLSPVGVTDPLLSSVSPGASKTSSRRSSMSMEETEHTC
# FBW7 act: human FBW7 E3 ligase activation, primary screen. Q969H0. AlphaScreen FBW7–phospho-cyclin E peptide binding, activator screen. normalized activity (activation), % at 26.1 µM. hit rate 0.13% among 650,000. AID 1259310; in the data active = normalized activity above about 1.9%;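 also: purified mutant Fbw7 with reduced substrate affinity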
# TEAD-YAP inh: TEAD-YAP interaction inhibition | HEK-TIYL cells, TEAD-Gal4/YAP UAS-luciferase luminescence | inhibition, % at 9.12 µM | hit rate 1.4% among 640,000 | AID 1259422; in the data active = inhibition above about 32%;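 also: 0% = median of test compound wells and 100% = reference inhibitor wells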
# GPR151 ag: activators of human GPR151; PathHunter beta-arrestin GPR151 cells, luminescence; hit rate 1% among 650,000; Q8TDV0; activation, % at 11.2 µM; in the data active = activation above about 4.9%;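 also: 0% = median of compound wells and 100% = cells with positive control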
# Target sequence (Q8TDV0 whole entry, looked up): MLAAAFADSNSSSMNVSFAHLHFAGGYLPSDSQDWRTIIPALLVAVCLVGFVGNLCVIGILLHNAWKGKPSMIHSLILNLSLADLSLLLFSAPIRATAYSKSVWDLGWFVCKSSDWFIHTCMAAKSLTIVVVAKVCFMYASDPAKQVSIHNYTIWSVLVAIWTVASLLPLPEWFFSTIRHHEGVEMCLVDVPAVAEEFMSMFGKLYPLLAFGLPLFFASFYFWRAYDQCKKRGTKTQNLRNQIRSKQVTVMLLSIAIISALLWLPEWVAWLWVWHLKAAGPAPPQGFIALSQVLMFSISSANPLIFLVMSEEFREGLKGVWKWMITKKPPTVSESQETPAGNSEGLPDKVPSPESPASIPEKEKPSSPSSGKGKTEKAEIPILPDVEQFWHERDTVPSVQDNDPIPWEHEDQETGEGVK
# Starred values were filed as active, the others as inactive.
SMILES,MITF primary,FBW7 act,TEAD-YAP inh,GPR151 ag
COc1ccccc1CNc1c(-c2ccc(C)cc2)c(=O)c1=O,2,0.2,2,-0.8
Cc1nc(C)c(C(=O)N2CCc3c(cnc(C)c3CNC(=O)Cc3ccsc3)C2)s1,1,0.1,0,1.0
O=C(OCc1ccc([N+](=O)[O-])cc1)C1CC(=O)N(c2ccc(Br)cc2)C1 (stereo unspecified),-7,0.0,-13,-1.8
CN1CCCN(c2nc(CN3CCCCC3)nc3scc(-c4ccccc4)c23)CC1,-3,-0.2,11,-0.8
Cc1ccc(-c2nnc(CCC(=O)NCCc3nc4ccccc4n3C)o2)s1,-9,-0.1,-4,1.2
CC(C)(C)C(=O)N1CC=C2C(C#N)=C(N)C(C#N)(C#N)C(c3ccsc3)C2C1 (stereo unspecified),4,-0.3,6,0.5
O=P(c1ccccc1)(c1ccccc1)C1CCOCC1,-5,-0.2,-6,1.4
CSc1nnc(CNC(=O)C23CC4CC(CC(C4)C2)C3)n1-c1ccc(F)cc1,-4,-0.2,7,0.7
Cc1ccccc1OCC(=O)Nc1cc(N)cc(Oc2ccccc2)c1,-1,-0.1,-7,-0.6
CCCCN(C)C(=O)Cn1nc(-c2ccc(Cl)cc2)ccc1=O,15,0.1,-2,-0.8
O=C1[C@@H]2CCCN2C(=O)[C@H]2CN(Cc3cccc4ncccc34)CCN12,1,-0.1,2,1.0
CCOc1ccc(/C=C2/NC(=S)NC2=O)cc1OC,5,0.5,-5,-0.5
COc1cc(C2C(C(C)=O)=C(O)C(=O)N2CCN2CCOCC2)ccc1O (stereo unspecified),1,0.1,-5,-0.5
Cc1nn(C)cc1CN1CCc2c(nc(N3CCOCC3)[nH]c2=O)C1,12,0.2,1,-0.7
CC1CCN(C(=O)c2cc(-c3cccc(O)c3)on2)CC1,-6,-0.1,30,-0.5

# Random excerpt: four records from the list.
SMILES,MITF primary,FBW7 act,TEAD-YAP inh,GPR151 ag
CSc1nnc(CNC(=O)C23CC4CC(CC(C4)C2)C3)n1-c1ccc(F)cc1,-4,-0.2,7,0.7
CC(C)(C)C(=O)N1CC=C2C(C#N)=C(N)C(C#N)(C#N)C(c3ccsc3)C2C1 (stereo unspecified),4,-0.3,6,0.5
Cc1ccccc1OCC(=O)Nc1cc(N)cc(Oc2ccccc2)c1,-1,-0.1,-7,-0.6
CN1CCCN(c2nc(CN3CCCCC3)nc3scc(-c4ccccc4)c23)CC1,-3,-0.2,11,-0.8

# Additional compounds follow.
SMILES,MITF primary,FBW7 act,TEAD-YAP inh,GPR151 ag
COc1ccc2cc(C(=O)Nc3ccccc3)c(=Nc3ccc(-c4nc5ccc(C)cc5s4)cc3)oc2c1,6,-0.1,-15,-0.4
CCOC(=O)c1sc2nc(SCC#N)n(CCc3ccc(Cl)cc3)c(=O)c2c1C,1,0.4,-16,0.5
CCOC(=O)C1CCN(Cc2c(Cl)cccc2Cl)CC1,28,-0.2,-16,0.0
O=C(Nc1cccnc1)c1ccccc1Br,-3,-0.1,-18,2.9
CCOC(=O)c1sc2ncnc(Nc3ccc(Cl)cc3)c2c1C,-1,-0.1,-6,0.0
Cc1onc(-c2c(Cl)cccc2Cl)c1C(=O)Nc1ccc(F)cc1,-4,-0.1,0,0.8
COc1cccc(Nc2nnc(-c3cc4ccc(OC)cc4oc3=O)s2)c1,-3,0.0,-5,-0.1
Cc1ccc(C)c(NC(=O)C2CC(=O)N(c3ccccc3)C2)c1 (stereo unspecified),0,-0.1,-9,1.3
CCCCOc1ccc(C(=O)N/C(=C/c2ccc(OC)cc2)C(N)=O)cc1,-8,0.1,7,-1.4
O=C(NCc1ccco1)C1CC(c2ccc(Cl)cc2)=NO1 (stereo unspecified),1,-0.2,-16,-0.1
Cc1cccc(NC(=O)c2sc3cc(C)ccc3c2Cl)c1,10,0.8,-40,1.1
O=C(CCc1ccccc1)N1CCC(c2ccnc3ncnn23)CC1,-2,-0.2,-1,-1.2
Cn1c(O)c(/C=N/N2CCCCC2)c2ccccc21,-9,-0.4,3,0.8
CC(=O)Nc1ccc(S(=O)(=O)N2CCC(N3CCCCC3)CC2)cc1,17,0.0,-4,0.6
Cc1cc(C(=O)COC(=O)CCc2nc3ccccc3s2)c(C)n1C,-7,-0.1,4,1.8
COc1ccc(OC(=O)c2cccc(OC)c2)cc1,-6,0.0,-12,-0.8
CCOc1ccccc1NC(=O)c1cc2c(=O)oc3ccccc3c2s1,17,0.0,12,0.6
CCOC(=O)c1[nH]ncc1CN1CCC(CCOc2ccccc2)(C(=O)OCC)CC1,2,0.3,-5,-0.2
Cc1cccc(/C=C2\N=C(c3ccc(Cl)c([N+](=O)[O-])c3)OC2=O)c1,0,0.0,-8,-0.6
CCCOc1ccc(/C(O)=C2/C(=O)C(=O)N(Cc3cccnc3)C2c2cccc(Oc3ccccc3)c2)c(C)c1 (stereo unspecified),18,0.2,-5,0.4
Cc1ccc(NC(=O)CSC2=NC(=O)CC(=O)N2)cc1,2,-0.1,8,-0.4
Cc1cc(C)c(C)c(S(=O)(=O)NCC(=O)Nc2ccc3c(c2)OCCO3)c1C,3,0.0,0,-0.4
CC(C)CNC(=O)c1ccc2c(c1)CC(c1nc3c(F)cc(-c4ccnc(N)n4)cc3[nH]1)CO2 (stereo unspecified),1,0.1,3,-0.5
C=CCn1c(N2CCC(C(=O)NC(C)C)CC2)nc2ccccc21,22,0.8,-4,0.6
COc1cc(C)ccc1NC(=O)CCc1ccccc1,-5,-0.1,13,2.2
c1csc(CNc2ccc3ncc(-c4ccsc4)n3n2)c1,15,0.0,13,4.8
COc1ccc(S(=O)(=O)N(CC(=O)Nc2ccc(C)c(C)c2)c2ccc(C)cc2)cc1,8,0.0,13,1.0
COCCn1c(=NC(=O)c2ccc([N+](=O)[O-])s2)sc2cc(S(C)(=O)=O)ccc21,5,0.0,-6,-0.9
Cc1nc(Cl)c(S(N)(=O)=O)c(C)c1Cl,13,0.0,-8,1.6
O=C(O)c1ccccc1-c1ccccc1C(=O)Nc1ccccc1,22,0.1,5,1.9
CCOP(=O)(CC(CN1CCCCC1)P(=O)(OCC)OCC)OCC (stereo unspecified),22,0.7,13,0.4
CN(Cc1ccccc1)C(=O)CSc1nnc(NCc2ccccc2)s1,0,0.0,-7,-1.8
Cn1c(SCc2ccccc2Cl)nc2ccccc21,3,-0.1,-29,-2.9
CCCc1[nH]nc2c1C(c1ccco1)C(C#N)=C(N)O2 (stereo unspecified),-5,-0.2,-11,-1.1
O=[N+]([O-])c1ccc(N2CCN(S(=O)(=O)c3ccccc3)CC2)c(C(F)(F)F)c1,11,-0.2,9,0.3
COc1ccc([N+](=O)[O-])cc1/C=c1\sc2nc3ccccc3n2c1=O,12,0.0,-3,1.0
COc1ccc(-c2nc(CNS(=O)(=O)c3ccccc3F)cs2)cc1,2,-0.3,3,0.4
CCC1CCC2(CC1)NC(=O)N(CC(=O)Nc1sc3c(c1C(N)=O)CCC3)C2=O (stereo unspecified),9,0.1,9,-0.6
CC(NC(=O)C1CCN(S(=O)(=O)N2CCCCC2)CC1)c1ccccc1 (stereo unspecified),5,-0.1,6,-0.4
COCCNc1c(-c2cccs2)nc2ccc(Cl)cn12,-9,0.1,-39,-0.7
CC(=O)NCCCNc1nc2cc3c(cc2cc1C#N)OCO3,-15,-0.1,-2,-0.2
O=C(NC(c1ccccc1)C(F)(F)F)c1cnc2sc3ccccc3n2c1=O (stereo unspecified),1,0.2,5,0.2
CCCCSc1nc2sc3c(c2c(=O)n1-c1cccc(C)c1)CCc1ccccc1-3,7,0.2,-6,0.8
CCN(CC)C(=O)C1CCCN(c2nc(C)cc(NCc3cccnc3)n2)C1 (stereo unspecified),-3,-0.1,7,0.7
COc1ccc(-c2nc3ccc(C(=O)NCCCN4CCCC4=O)cc3s2)cc1,2,0.0,0,0.5

# Entries of single compounds, looked up by structure. Values in the order: MITF primary | FBW7 act | TEAD-YAP inh | GPR151 ag
# `c1csc(CNc2ccc3ncc(-c4ccsc4)n3n2)c1` in the list: 15 | 0.0 | 13 | 4.8
# `O=C(NCc1ccco1)C1CC(c2ccc(Cl)cc2)=NO1` (stereo unspecified) in the list: 1 | -0.2 | -16 | -0.1
# `CCOC(=O)C1CCN(Cc2c(Cl)cccc2Cl)CC1` in the list: 28 | -0.2 | -16 | 0.0
# `Cc1ccc(NC(=O)CSC2=NC(=O)CC(=O)N2)cc1` in the list: 2 | -0.1 | 8 | -0.4
# `COc1ccc(-c2nc(CNS(=O)(=O)c3ccccc3F)cs2)cc1` in the list: 2 | -0.3 | 3 | 0.4

# Other results:
SMILES,MITF primary,FBW7 act,TEAD-YAP inh,GPR151 ag
Cc1ccccc1/C=C1/NC(=O)N(Cc2ccc(Br)cc2)C1=O,-12,-0.1,9,-0.8
Cc1cccc(N2C(=O)NC(=O)/C(=C\c3ccc(I)o3)C2=O)c1C,58*,-0.3,0,1.6
C=CCn1c(-c2ccccc2)csc1=Nc1ccc(S(=O)(=O)O)cc1,23,0.6,-5,0.5
CCOC(=O)c1c(NC(=O)c2ccc(Cl)c([N+](=O)[O-])c2)sc2c1CCCCC2,11,0.2,2,0.1
COc1cccc(C2=CC(c3cc(Br)ccc3F)n3ncnc3N2)c1 (stereo unspecified),1,0.0,47*,0.2
Cc1cccc(NC(=O)CCC2CCN(C(=O)c3ccc4ncccc4c3)CC2)c1,4,-0.1,-8,-0.7
Cc1cccn2c(=O)c3cc(C(=O)Nc4ccccc4C(N)=O)sc3nc12,-23,0.0,-1,-0.2
CCOC(=O)CN1C(=O)S/C(=C/c2ccc(Br)cc2)C1=O,4,0.2,6,-2.0
O=C(Oc1cccc2cccnc12)c1ccc(N2C(=O)C3CC=CCC3C2=O)cc1 (stereo unspecified),27,-1.0,2,1.4
COC(=O)c1sccc1S(=O)(=O)Nc1cc(F)ccc1C,10,0.0,3,0.9
CC1=CC2=NC(=O)/C(=C\c3cc(C)n(Cc4ccccc4)c3C)C(=N)N2O1,9,0.2,17,-1.9
O=C(NCCC1=CCCCC1)c1ccc(N2CCN(c3ccccn3)CC2)c([N+](=O)[O-])c1,18,-0.1,4,0.8
COc1ccc(CNC2CCCC2)cc1O,-1,0.0,5,-0.4
CCc1nc(SCC(=O)OCc2ccccc2)c(C#N)cc1C,5,0.2,-32,0.8
C=CCN1C(=O)CC(C(=O)OC)C12CCN(Cc1ccc(OC)c3ccccc13)CC2 (stereo unspecified),-1,0.0,3,-0.1

# The last 5 records of the part above lead into the next:
SMILES,MITF primary,FBW7 act,TEAD-YAP inh,GPR151 ag
CC1=CC2=NC(=O)/C(=C\c3cc(C)n(Cc4ccccc4)c3C)C(=N)N2O1,9,0.2,17,-1.9
O=C(NCCC1=CCCCC1)c1ccc(N2CCN(c3ccccn3)CC2)c([N+](=O)[O-])c1,18,-0.1,4,0.8
COc1ccc(CNC2CCCC2)cc1O,-1,0.0,5,-0.4
CCc1nc(SCC(=O)OCc2ccccc2)c(C#N)cc1C,5,0.2,-32,0.8
C=CCN1C(=O)CC(C(=O)OC)C12CCN(Cc1ccc(OC)c3ccccc13)CC2 (stereo unspecified),-1,0.0,3,-0.1
C=C(C)CSc1nc2c(c(=O)[nH]c(=O)n2C)n1CCC(C)C,7,-0.1,-1,0.6
CC(C)(C)OC(=O)N1CC=C2C(C#N)=C(N)C(C#N)=C(c3ccccc3F)C2C1 (stereo unspecified),-8,0.1,5,0.2
O=C1CC2(CCN(C(=O)c3ccc4c(c3)OCO4)CC2)Oc2ccccc21,2,-0.1,-1,0.0
O=C(CCN1CCCCCC1)Nc1ccccc1,0,-0.1,-1,-0.2
Cc1csc(COc2ccc(C(=O)NCc3cccs3)cc2)n1,3,0.1,3,-2.0
Cn1c(-c2ccccc2)c(C(C[N+](=O)[O-])c2ccco2)c2ccccc21 (stereo unspecified),11,0.0,54*,1.2
O=C(OCCO)c1ccc(C(=O)c2ccccc2)cc1,3,-0.1,11,-2.4
CC1CCN(c2nc3ccc(C(=O)N4CCN(c5ncccn5)CC4)cc3s2)CC1,12,-0.1,-54,0.3
COCCNC(=O)c1ccc(-c2ccccc2OC)nc1NCC1CC1,-7,0.1,-5,-0.9
Cc1ccc(-n2c(-c3ccn[nH]3)n[nH]c2=S)cc1Br,-3,0.0,-4,-1.1
Nc1c(C(=O)NCc2cccs2)nnn1-c1ccc(OC(F)(F)F)cc1,10,0.2,4,0.8
CN(C)c1ccc(S(=O)(=O)NCC(=O)OCC(=O)NC(N)=O)cc1[N+](=O)[O-],2,0.0,1,1.2
CCOC(=O)Cc1ccc(N(Cc2ccc(F)cc2)S(=O)(=O)c2cc(C)ccc2C)cc1,1,-0.1,1,1.5
CC[C@@H](Cn1ncc2ccccc2c1=O)NC(=O)C1CCC1,9,0.1,1,-1.3
O=C(CSc1ncccc1C(=O)O)NCCC1=CCCCC1,-4,0.3,-2,1.0
CCCc1cc(CN(C)C(=O)CC2(c3ccccc3F)CC(=O)N(CCOC)C2=O)[nH]n1 (stereo unspecified),7,0.1,2,-0.8
CCOC(=O)c1cc2sccc2nc1C(F)(F)F,1,0.0,-6,0.2
OCCOCCN1CCN(Cc2ccc(F)c(Br)c2)CC1,81*,-0.1,4,0.5
Nc1ncc(-c2cccnc2)nc1-c1ccc(C=O)cc1,9,0.0,-1,-0.1
Cc1sc(NC(=S)NC(=O)c2ccc(N3CCOCC3)c([N+](=O)[O-])c2)c(C#N)c1C,2,-0.1,-6,-0.1
O=C(NCC1CCC2(CCN(Cc3cccc(F)c3)CC2)O1)c1cccnc1 (stereo unspecified),8,-0.1,-10,0.0
CCCc1cc(C(=O)Nc2c(C)nn(Cc3ccc(F)cc3)c2C)no1,-15,0.0,6,0.1
